Screening results from PubChem.
SR-BI DiI inh – mouse SR-BI HDL lipid transfer inhibition; ldlA[mSR-BI] CHO cells, DiI-HDL uptake fluorescence, 3 h; inhibition, % at 12.5 µM; 320,000 compounds, 0.96% hits; AID 488896;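 active = mean replicate inhibition of at least 70% and a set share of replicates each scoring 70 or more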;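 also: 0% = median of neutral control wells and 100% = median of positive control wells; values of inactives mirror those of a sister screen read the other way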
CDK5 inh – blocks human CDK5/p35 kinase activity | Recombinant CDK5/p35, ADP-Glo luminescence, 60 min | inhibition, % at 10 µM | 330,000 compounds, 0.01% hits | Q00535+Q15078;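 active = highest replicate inhibition of at least 50% and at least 75% of replicates reaching 50%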;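 also: plate controls were DMSO neutral control for no effect and GW8510 at 10 µM for full effect; many of its hits are not listed in these tables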
cardiac RTF act – increases calcium sensitivity of human cardiac regulated thin filaments | 340,000 compounds, 0.24% hits | IANBD-labeled TnC RTF fluorescence at EC20 calcium; 0% EC20 calcium, 100% full calcium | P19429+P45379 | AID 493008 | activation, % at 7.2 µM;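 active = activation above the mean over all tested compounds plus 3 SD, cut at about 30% in these data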;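 also: rise in fluorescence read as greater calcium sensitivity of cardiac thin filaments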
dFosB act – enhances mouse delta FosB homodimer DNA binding | P13346 | purified delta FosB, TAMRA-CDK5 oligo fluorescence polarization; percent of positive-control signal above neutral wells | activation, % at 25 µM | 340,000 compounds, 0.99% hits | AID 493131;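 active = mean activation above about 17%, with every replicate also reaching it, limit read from the data, passing the limit was not always enough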;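 also: fluorescence polarization rise as delta FosB binds a TAMRA Cdk5 AP-1 oligo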
Target sequence (P13346 whole entry, looked up): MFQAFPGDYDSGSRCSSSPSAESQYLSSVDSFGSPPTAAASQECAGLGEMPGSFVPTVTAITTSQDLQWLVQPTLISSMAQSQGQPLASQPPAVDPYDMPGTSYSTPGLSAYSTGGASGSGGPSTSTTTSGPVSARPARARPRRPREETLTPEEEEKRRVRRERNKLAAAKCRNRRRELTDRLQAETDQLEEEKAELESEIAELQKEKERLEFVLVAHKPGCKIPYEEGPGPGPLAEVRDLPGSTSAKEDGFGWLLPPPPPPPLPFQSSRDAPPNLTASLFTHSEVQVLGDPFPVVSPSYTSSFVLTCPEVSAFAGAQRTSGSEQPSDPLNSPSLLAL
HTR5A ag ctr – activates human HTR5A in OPRM1-OPRD1 agonist counter-screen. P47898. HTR5A agonist assay, luminescence, cell-based. activation, % at 9.3 µM. 340,000 compounds, 0.61% hits; in the data active = activation mostly above about 9.5%, no sharp cut-off; inactive = mostly below about 7.6%;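 also: 0% = cells with vehicle only and 100% = reference agonist; strong numbers were not always called active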
Target sequence (P47898 whole entry, looked up): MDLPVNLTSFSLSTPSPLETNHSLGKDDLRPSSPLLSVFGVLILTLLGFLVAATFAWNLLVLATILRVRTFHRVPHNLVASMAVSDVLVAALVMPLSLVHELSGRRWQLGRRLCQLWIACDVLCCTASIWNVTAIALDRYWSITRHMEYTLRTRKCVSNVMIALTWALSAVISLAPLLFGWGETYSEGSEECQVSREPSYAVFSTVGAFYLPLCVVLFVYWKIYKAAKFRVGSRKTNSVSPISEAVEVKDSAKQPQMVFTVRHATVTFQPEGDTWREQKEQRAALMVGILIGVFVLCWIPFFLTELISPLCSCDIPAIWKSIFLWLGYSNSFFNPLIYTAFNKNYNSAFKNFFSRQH
SR-BI uptake up – enhances SR-BI lipid uptake from DiI-HDL. 320,000 compounds, 0.096% hits. AID 504775. activation, % at 12.5 µM. CHO ldlA[mSR-BI] cells, DiI-HDL uptake fluorescence, 3 h; 100 = double the neutral-control signal;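 active = mean replicate activation of at least 60% and every replicate at or above 60%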;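 also: 0% = median plate neutral-control signal and 100% = twice that signal; values of inactives mirror those of a sister screen read the other way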
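Assay system: CHO ldlA[mSR-BI] cells, LDL receptor-null, SR-BI overexpressing; medium: Ham's F12 with 0.5% BSA, HEPES 25 mM, pH 7.4; also added: DiI-HDL 10 µg/mL; timing: 3 h uptake period with compound, 37 °C; signal: DiI fluorescence, bottom read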
MITF TRPM1 HTS – MITF TRPM1 promoter activation in melanoma cells. SK-MEL-5 TRPM1-promoter luciferase, 24 h; % of positive control, neutral wells = 0. 300,000 compounds, 0.75% hits. AID 588334. activation, % at 12.5 µM;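 active = mean activation of at least 80% with every replicate also reaching 80%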;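 also: 0% = neutral control wells and 100% = parthenolide positive control wells; values of inactives mirror those of a sister screen read the other way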
PvdQ acylase – blocks Pseudomonas aeruginosa PvdQ acylase activity; purified PvdQ acylase, fluorescence plate reader; inhibition, % at 10 µM; 340,000 compounds, 0.063% hits; AID 488965; in the data active = inhibition above about 30%, passing the limit was not always enough;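 also: 0% = vehicle neutral wells and 100% = reference inhibitor wells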
Wnt act – Wnt/beta-catenin pathway activation; Wnt/beta-catenin reporter cell assay, activator, plate reader; activation, % at 9.35 µM; 300,000 compounds, 1.2% hits; in the data active = activation above about 30%, passing the limit was not always enough;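 also: 0% = neutral control wells and 100% = positive control wells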
Rtt109 HAT inh – inhibitors of Candida albicans Rtt109/Vps75 histone acetyltransferase; purified Rtt109/Vps75, ThioGlo CoA-SH fluorescence, 4 h; 330,000 compounds, 0.16% hits; AID 540336; inhibition, % at 34.9 µM;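 active = inhibition of at least 50% in every replicate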
Target sequence (Q5AAJ8 whole entry, looked up): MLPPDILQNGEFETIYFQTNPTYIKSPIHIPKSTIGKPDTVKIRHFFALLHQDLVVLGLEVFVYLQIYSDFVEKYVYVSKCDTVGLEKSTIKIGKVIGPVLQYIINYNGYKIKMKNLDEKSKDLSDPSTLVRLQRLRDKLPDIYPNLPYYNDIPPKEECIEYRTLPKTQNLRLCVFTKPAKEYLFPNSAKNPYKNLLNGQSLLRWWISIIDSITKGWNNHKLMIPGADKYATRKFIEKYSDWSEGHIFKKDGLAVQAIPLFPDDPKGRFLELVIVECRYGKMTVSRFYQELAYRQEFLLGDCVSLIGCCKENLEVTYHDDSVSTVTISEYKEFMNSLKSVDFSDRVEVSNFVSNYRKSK
The depositor's hits bear a star; . = no result given.

| cpd | mol | SR-BI DiI inh | CDK5 inh | cardiac RTF act | dFosB act | HTR5A ag ctr | SR-BI uptake up | MITF TRPM1 HTS | PvdQ acylase | Wnt act | Rtt109 HAT inh |
| --- | --- | --- | --- | --- | --- | --- | --- | --- | --- | --- | --- |
| 1 | CC(=O)c1c(C)[nH]c(C(=O)CSc2nnc(NC3CC3)s2)c1C | 23 | -1.7 | -3 | -2 | -1 | -23 | 4 | -23 | 23 | -2 |
| 2 | CN(C(=O)c1cccn(Cc2ccccc2)c1=O)c1ccccc1 | -10 | -1.6 | 3 | 6 | -2 | 10 | 6 | -10 | -1 | 0 |
| 3 | Cc1cc(C)c2ccc(N)nc2c1O | 3 | -0.5 | -8 | 8 | 9 | -3 | -75 | -2 | . | 9 |
| 4 | Nc1nnc(SCC(=O)OCC(=O)NC23CC4CC(CC(C4)C2)C3)s1 | -7 | -3.2 | -2 | -3 | 2 | 7 | -1 | -11 | -1 | -2 |
| 5 | COCCNC(=O)CSCc1c(F)cccc1Cl | 14 | -2.8 | 5 | 1 | -1 | -14 | 15 | -7 | 0 | -4 |
| 6 | O=C(c1ccc2c(c1)OCO2)N(c1ccc(Cl)cc1)C1C=CS(=O)(=O)C1 (stereo not given) | -10 | -2.1 | -1 | 1 | -9 | 10 | 5 | -11 | 3 | -3 |
| 7 | Cc1ccc(N2C(=O)CN(Cc3sccc3C)C2=S)cc1C | 16 | . | -2 | -3 | 5 | -16 | 7 | -6 | . | -7 |
| 8 | Cc1cccn2c(=O)nc(SCC(=O)NCc3ccccc3)nc12 | 15 | -0.3 | 1 | -9 | -3 | -15 | 0 | -9 | -1 | -3 |
| 9 | CCOC(=O)c1[nH]c2cc(OC)c(OC)cc2c1NC(=O)c1ccc2c(c1)OCO2 | 39 | 1.1 | -1 | -8 | 4 | -39 | 4 | 5 | . | -5 |
| 10 | Cc1c(C(=O)N2CCc3ccccc32)cnn1C | -30 | -3.8 | 11 | -4 | 3 | 30 | 4 | -18 | 3 | -11 |
| 11 | OCCOCCNc1ncnc2c1cnn2-c1ccc(Cl)cc1 | 19 | -0.5 | -1 | -8 | 3 | -19 | 44 | 0 | 29 | -4 |
| 12 | COc1ccc(/C=C2\SC(=O)N(CC(=O)NCCC(C)C)C2=O)cc1OC | 6 | -4.0 | 5 | 14 | -5 | -6 | . | -3 | 0 | 1 |
| 13 | CC(C)(O)C#Cc1ccc(C(=O)NCCC(=O)O)s1 | -23 | -1.0 | 4 | -8 | 3 | 23 | 3 | -17 | 2 | -1 |
| 14 | O=C(NCCCn1ccnc1)c1cc(-c2ccc3c(c2)OCO3)on1 | -15 | -2.6 | 0 | -14 | -4 | 15 | 18 | -8 | 4 | 0 |
| 15 | CCC(=O)c1ccc(OCC(=O)NC2(C#N)CCCCC2)cc1 | -14 | 2.3 | 5 | -12 | 2 | 14 | 8 | -10 | -3 | -26 |
| 16 | Cc1ccc(C(C(=O)NC2CCCC2)N(Cc2ccco2)C(=O)CCC(=O)Nc2ccccn2)cc1 (stereo not given) | -24 | 1.4 | -2 | -12 | -1 | 24 | -4 | 3 | . | -19 |
| 17 | O=C(O)c1cc(=O)c2c(OCC(O)COc3cccc4oc(C(=O)O)cc(=O)c34)cccc2o1 | -19 | -2.1 | 5 | -8 | 5 | 19 | -5 | -10 | 0 | 4 |
| 18 | Cc1ccc(NC(=O)CCC(=O)NNC(=O)CCc2ccccc2)c(C)c1 | -9 | 1.2 | 0 | 5 | 6 | 9 | -12 | -5 | -2 | -1 |
| 19 | Cc1ccc(C)c(NS(=O)(=O)c2ccc(OCC(=O)N3CCOCC3)cc2)c1 | 0 | 1.9 | 4 | 0 | 3 | 0 | -2 | -9 | . | -2 |
| 20 | O=C(N/N=C/c1cc(Br)c(Br)o1)c1cccnc1 | -37 | 2.1 | 2 | -14 | -2 | 37 | -1 | -8 | 2 | -2 |
| 21 | Cc1noc(C)c1S(=O)(=O)N1CCC(C(=O)N(C)Cc2ccccc2)CC1 | 1 | -0.6 | -4 | 2 | 0 | -1 | -14 | -2 | -3 | -15 |
| 22 | CCS(=O)(=O)N1CCC(C(=O)O)CC1 | 11 | 0.8 | -3 | 1 | 3 | -11 | -4 | -12 | 0 | 3 |
| 23 | CCNC(=O)/C(C#N)=C/c1c(N2CCN(c3cccc(Cl)c3)CC2)nc2c(C)cccn2c1=O | 18 | 0.6 | -3 | -4 | 0 | -18 | -18 | -9 | -2 | -8 |
| 24 | O=C1c2ccccc2C(=O)N1/N=C/c1ccc(O)c(O)c1 | -46 | -0.2 | -1 | -6 | 6 | 46 | 12 | 3 | . | -11 |
| 25 | O=C(O)/C=C\C(=O)Nc1cccc(NC(=O)c2ccccc2)c1 | 3 | -1.0 | -4 | -9 | 2 | -3 | 3 | 4 | 2 | 1 |
| 26 | Cc1cc(NC(=O)c2ccco2)no1 | -13 | 0.0 | 4 | -1 | -2 | 13 | 21 | -11 | . | 7 |
| 27 | O=C(CCCCCN1C(=O)c2ccccc2C1=O)Nc1ccccc1F | -5 | 2.8 | 4 | -1 | 4 | 5 | 1 | -7 | 1 | -2 |
| 28 | Cc1cc(C)cc(NC(=O)C2CCN(S(C)(=O)=O)CC2)c1 | 1 | 0.8 | 2 | -2 | 4 | -1 | -8 | -17 | 11 | -5 |
| 29 | Cn1cccc1/C=N/NC(=O)c1cccs1 | -2 | -0.2 | 2 | 1 | -1 | 2 | 78 | -8 | 16 | 3 |
| 30 | O=C(O)C(c1ccccc1)c1ccccc1 | -18 | 2.6 | 1 | -5 | 1 | 18 | . | 11 | -1 | 4 |
| 31 | COc1ccc(S(=O)(=O)Cc2ccccc2)cc1N | -16 | -5.3 | 5 | -3 | -2 | 16 | 33 | -12 | . | -7 |
| 32 | COC(=O)c1ccc(C)c(NC(=O)Cc2coc3cc(OC)ccc23)c1 | 32 | -1.1 | -1 | -13 | 2 | -32 | -4 | 13 | 0 | 0 |
| 33 | O=C(O)c1nc(-c2ccccc2)n(-c2ccc(Cl)cc2)n1 | . | -0.8 | 1 | -3 | 1 | . | -5 | -3 | -2 | -13 |
| 34 | C/C(=N\N1CCN(Cc2ccc(Cl)cc2)CC1)c1ccc([N+](=O)[O-])cc1 | -33 | 0.9 | -1 | 1 | 0 | 33 | . | -11 | -1 | -3 |
| 35 | Cc1ccc(C)c(S(=O)(=O)N2CCN(C(=O)[C@H](C)N3C(=O)C4CC=CCC4C3=O)CC2)c1 (stereo not given in full) | 3 | -0.2 | 3 | -18 | -2 | -3 | -2 | -6 | -2 | -2 |
| 36 | COc1cc(/C=C(\C#N)C(=O)NCC2CCCO2)ccc1OCC(=O)O (stereo not given) | -5 | -0.7 | . | 3 | . | 5 | -5 | 5 | 0 | 24 |
| 37 | COc1cc2c(C#CCO)c(-c3ccc(C#N)cc3)oc(=O)c2cc1OC | -16 | 0.1 | 2 | -7 | 6 | 16 | 4 | -15 | 1 | -5 |
| 38 | O=C(Cc1cccs1)N1CCN(c2ccc([N+](=O)[O-])cc2)CC1 | 33 | -0.3 | -2 | -8 | 1 | -33 | -13 | 9 | 21 | -6 |
| 39 | O=C(CN1C(=O)c2cccc3cccc1c23)N1CCc2ccccc2C1 | -9 | -0.2 | 0 | -16 | 1 | 9 | 4 | -1 | . | . |
| 40 | O=C(NCCC(=O)N1CCCC(C(F)(F)F)C1)c1ccc(Br)cc1 (stereo not given) | 9 | 0.5 | 4 | -7 | 2 | . | 19 | -3 | -1 | -3 |
| 41 | Cc1nc2c(nnn2Cc2ccccc2)c(=O)n1-c1ccccc1 | -16 | -0.4 | -4 | 4 | 3 | 16 | 5 | -11 | . | -4 |
| 42 | CCOc1ccc(-n2c(SCC(=O)Nc3ccc4c(c3)OCO4)nc3ccccc3c2=O)cc1 | 26 | -0.5 | 3 | -7 | 8 | -26 | -1 | 8 | -2 | -1 |
| 43 | O=C1CNC(=S)N1CCCn1ccnc1 | . | -1.5 | 1 | 0 | 0 | . | -13 | -8 | 2 | -3 |
| 44 | O=C(Nc1ccc(Br)cc1)c1cccnc1N1CCOCC1 | 17 | 0.0 | -7 | -2 | 0 | -17 | -4 | -9 | 0 | . |
| 45 | CCC(O)c1nc2ccccc2n1CCc1ccccc1 (stereo not given) | 7 | -0.3 | 5 | 3 | -1 | -7 | -4 | -4 | 1 | 1 |
| 46 | COc1ccc(S(=O)(=O)N2CCc3ccccc32)cc1C(=O)NCc1ccco1 | 42 | -4.7 | -4 | -4 | -3 | -42 | -5 | -6 | 0 | 1 |
| 47 | Cc1noc(C)c1CSCC(=O)OCC(=O)NC1CCCCC1 | -18 | -1.3 | 13 | -9 | -1 | 18 | -7 | 1 | 2 | 2 |
| 48 | CCN(CC)S(=O)(=O)c1ccc(OC)c(NC(=O)c2ccc3c(c2)OCO3)c1 | 32 | -1.3 | -2 | -25 | 2 | -32 | 1 | 5 | -1 | 12 |
| 49 | N#CCOc1ccccc1P(=O)(c1ccccc1)c1ccccc1 | -12 | -1.5 | -3 | -7 | 6 | 12 | 3 | 8 | 0 | . |
| 50 | Cn1c(SCC(=O)NC(=O)NCc2ccco2)nnc1-c1ccccc1 | -19 | -0.5 | -4 | -11 | 5 | 19 | 7 | -2 | . | -3 |
| 51 | Cc1cccc(OCC2=N/C(=C\N(C)C)C(=O)O2)c1 | 20 | -0.1 | 1 | -10 | 4 | -20 | 9 | -7 | -1 | -1 |
| 52 | COc1cc(NC(=O)COC(=O)CC2CC3CCC2C3)cc(OC)c1 (stereo not given) | -2 | 0.3 | -8 | -12 | 1 | 2 | 13 | 1 | 0 | 12 |
| 53 | c1ccc(-c2noc(-c3cccc4ccccc34)n2)nc1 | -10 | 0.0 | -4 | -52 | 3 | 10 | -6 | -16 | . | -9 |
| 54 | O=C(COc1nc2ccccc2nc1N1CCOCC1)NCC(F)(F)F | -14 | 5.4 | -1 | 3 | 0 | 14 | 1 | -1 | -2 | -8 |
| 55 | CC(=O)c1sc(NC(=O)c2cccc3ccccc23)nc1C | -2 | 0.5 | -3 | 1 | 7 | 2 | 22 | 11 | . | 11 |
| 56 | CCCN(CCC)CCCNC(=S)Nc1ccc2nc(N3CCN(C)CC3)cc(C)c2c1 | . | 2.1 | 5 | 12 | 0 | . | 27 | -7 | 5 | -3 |
| 57 | CC1CCN(C(=O)CSc2nc3ccccc3s2)CC1 | -3 | -2.2 | -1 | -5 | 2 | 3 | 38 | -10 | 42* | 13 |
| 58 | Cc1nn(-c2ccc(C(=O)O)cc2)c(C)c1Cl | -23 | -6.5 | 10 | -6 | -1 | 23 | 3 | -11 | 0 | -4 |
| 59 | Cc1cc(N(C)C(=O)c2ccc3c(c2)S(=O)(=O)c2cc(Cl)ccc2C3=O)c(C(F)(F)F)o1 | 74* | -1.0 | 8 | -1 | 8 | -74 | 11 | -15 | -1 | 2 |
| 60 | CCN(CC)c1ccc(C(=O)Nn2cnc3ccccc3c2=O)cc1 | -7 | -0.2 | -2 | -6 | 6 | 7 | 14 | -1 | -1 | -2 |

Just CDK5 inh, for some of the entries so far:
cpd	SMILES	CDK5 inh
40	O=C(NCCC(=O)N1CCCC(C(F)(F)F)C1)c1ccc(Br)cc1 (stereo not given)	0.5
33	O=C(O)c1nc(-c2ccccc2)n(-c2ccc(Cl)cc2)n1	-0.8
